EPAC1 antag = blocks human EPAC1 exchange factor; O95398; EPAC1 GEF assay, Rap1b-BODIPY-GDP exchange fluorescence; Potency, µM (titrated, usually from 115 µM), inactives show at the top dose activity change, negative = inhibition, hits mostly inhibitors; actives 0.14% (n = 360,000);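 further: potency means the concentration at half of the fitted maximal effect; plate controls were vehicle for no effect and positive control for full effect; nearly all actives have a fitted effect of over 50% in size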
Target sequence (O95398 whole entry, looked up): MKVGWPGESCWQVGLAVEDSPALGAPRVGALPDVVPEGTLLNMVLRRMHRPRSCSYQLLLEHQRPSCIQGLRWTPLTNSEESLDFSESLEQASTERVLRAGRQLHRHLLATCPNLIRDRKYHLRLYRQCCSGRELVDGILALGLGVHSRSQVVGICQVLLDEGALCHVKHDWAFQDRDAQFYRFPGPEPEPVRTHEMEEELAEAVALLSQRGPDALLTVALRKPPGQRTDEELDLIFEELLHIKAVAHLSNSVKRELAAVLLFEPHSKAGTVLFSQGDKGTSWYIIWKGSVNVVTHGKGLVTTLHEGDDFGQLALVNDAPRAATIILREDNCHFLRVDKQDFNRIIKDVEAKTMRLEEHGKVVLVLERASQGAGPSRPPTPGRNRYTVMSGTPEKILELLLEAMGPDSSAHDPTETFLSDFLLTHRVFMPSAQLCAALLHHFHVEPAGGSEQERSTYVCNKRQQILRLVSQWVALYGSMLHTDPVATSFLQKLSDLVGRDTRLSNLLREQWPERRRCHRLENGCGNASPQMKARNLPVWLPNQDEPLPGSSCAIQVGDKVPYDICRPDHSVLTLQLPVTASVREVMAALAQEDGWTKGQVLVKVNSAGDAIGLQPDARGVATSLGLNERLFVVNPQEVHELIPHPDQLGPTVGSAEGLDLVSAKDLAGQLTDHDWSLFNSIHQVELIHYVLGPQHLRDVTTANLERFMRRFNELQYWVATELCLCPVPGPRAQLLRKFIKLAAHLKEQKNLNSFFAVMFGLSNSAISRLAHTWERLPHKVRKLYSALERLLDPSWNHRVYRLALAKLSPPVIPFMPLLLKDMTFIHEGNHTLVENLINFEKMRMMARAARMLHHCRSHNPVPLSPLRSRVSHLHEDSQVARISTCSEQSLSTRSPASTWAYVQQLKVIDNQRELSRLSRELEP
PLK1 PBD inh = blocks phosphopeptide binding to human PLK1 polo-box domain; Plk1 PBD binding of FITC phosphopeptide, fluorescence polarization; Potency, µM, for inactives: max response, negative = inhibition, most hits filed as inhibitors; actives 2.8% (n = 360,000); further: potency means the concentration at half of the fitted maximal effect; series mostly up to about 57 µM; on the % scale 0 is the no-effect control and ±100 the full control effect; nearly all actives have a fitted effect of over 65% in size
IL-2 act = activates IL-2 in a cell-based reporter assay | activation, % (series mostly up to about 46 µM) | IL-2 activation reporter assay, cell-based qHTS; stimulated with anti-CD3/CD4/CD28 beads; in transgenic mouse T cells | actives 0.065% (n = 360,000); in the data active means activation above about 50%; inconclusive means mostly about 30% to 49%; further: 0% is about no effect
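Unstimulated transgenic mouse T cells preincubated 60 min with compound, then stimulated with anti-CD3/anti-CD4-coated beads plus anti-CD28 for 18 h at 37 degrees C. IL-2 response read as EGFP and DsRed fluorescence by plate cytometry.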
GLP-1R agonist = agonists of human GLP-1 receptor | P43220 | HEK293 GLP-1R CRE-luciferase, luminescence, 4-6 h; cells express a hypersensitive GLP-1R form | AID 624172 | Potency, µM (doses to about 45.6 µM), for inactives: at the highest dose activation, usual class: activators | actives 0.007% (n = 380,000); further: potency means the concentration at half of the fitted maximal effect; % of control where 0% means no effect
EPAC1 agonist = agonists of human EPAC1 | O95398 | EPAC1 agonist qHTS, biochemical assay; response scale: 100% = response to 6.5 mM cAMP | Potency, µM (series often up to 154 µM), without a hit: at the top dose activation, usual class: activators | actives 0.073% (n = 360,000); further: potency means the concentration at half of the fitted maximal effect; nearly all actives have a fitted effect of over 60% in size
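Multi-concentration qHTS readout: loss of Rap1B-bound BODIPY-GDP fluorescence driven by 100 nM EPAC1 with excess GDP (50 uM), monitored kinetically at room temperature; agonist response expressed relative to 6.5 mM cAMP.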
PTHR1 ag = activates the human parathyroid hormone receptor PTHR1 | Q03431 | HEK293 GP2 PTHR1 cells, GloSensor cAMP luminescence, 1 h | Potency, µM (doses to about 115 µM), inactives show at the highest dose activation, actives largely listed as activators | actives 0.075% (n = 410,000); further: potency means the concentration at half of the fitted maximal effect; nearly all actives have a fitted effect of over 55% in size; some results filed as inactive show a strong effect at the top dose; inactives centre near -15; many of its hits are not listed in these tables
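HEK-293-derived GP2 cells expressing PTHR1 and a GloSensor cAMP reporter, 3,000/well, plated overnight, given luciferin plus IBMX (each 0.5 mM as added) for 1 h at 37 °C, then compound for 1 h at 37 °C. Luminescence was read after 15 min at room temperature.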
GLP-1R inv ag = GLP-1 receptor (human) inverse agonism. HEK293 GLP-1R CRE-luciferase, luminescence, 24 h; GLP-1R form is constitutively active. AID 624417. P43220. Potency, µM (titrated, usually from 38.3 µM), inactives show top-dose activity change, negative = inhibition, hits mostly inhibitors. actives 1.6% (n = 410,000); further: potency means the concentration at half of the fitted maximal effect; on the % scale 0 is the no-effect control and ±100 the full control effect; nearly all actives have a fitted effect of over 55% in size
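Luminescence readout: a drop in cAMP-driven luciferase signal flags inverse agonism at a constitutively active GLP-1R stably expressed in HEK293. Compound exposure lasted 24 hr at 37 deg C, 5% CO2.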
GLP1R cytotox = cytotoxic in the GLP-1 receptor inverse agonist counter-screen | HEK293 cAMP-luciferase reporter cells, luminescence, 24 h | actives 0.13% (n = 410,000) | Potency, µM (highest dose often 38.3 µM), without a hit: at the top dose activity change, negative = inhibition, hits mostly inhibitors;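 further: loss of luciferase light is scored as toxicity; potency means the concentration at half of the fitted maximal effect; on the % scale 0 is the no-effect control and ±100 the full control effect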
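Here, cytotoxicity is scored as loss of luminescence. The MLSMR collection was tested on cells seeded in medium containing 10% Nu serum, with a 24 hr compound exposure preceded by 12 hours of culture.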
PI5P4K alpha inh = inhibitors of human PI5P4K alpha. P48426. PI5P4Kalpha enzyme, ADP-Glo luminescence, 60 min; hits give low values. actives 1.2% (n = 330,000). AID 652105. max response, %; active means max response of -50% or lower; inconclusive means between -30% and -50%; inactive means -30% or higher; further: value at the top dose of about 77 µM; on the % scale 0 is the no-effect control and ±100 the full control effect
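ADP-Glo luminescence end-point read after a 60 min room-temperature kinase reaction of PI5P4Kalpha plus substrate, initiated with ATP at 5 microM final. Buffer: 0.038 M HEPES pH 7.4, EGTA, 0.1% CHAPS, 5% DMSO.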
* = called active by the depositor; i = inactive; u = inconclusive; x = not tested or not shown; & = joins results of further samples; [ ] = remark or other dose. Unless noted, the call rests on the fitted dose curve; in most records, active means well fitted curve in the direction sought with a large enough effect; inconclusive means small, poorly fitted or top-dose-only effect, or another doubt; inactive means no such curve, though single readings can be large; an effect the other way counts as inactive or inconclusive. An excerpt. The share of hits here may be higher or lower than overall.

structure	GLP-1R agonist	PI5P4K alpha inh	PLK1 PBD inh	EPAC1 antag	IL-2 act	PTHR1 ag	GLP1R cytotox	EPAC1 agonist	GLP-1R inv ag
CC(=O)Nc1cccc(NC(=O)Nc2ccc(C)c(Cl)c2)c1	10%	-1	-3%	5%	-1.6	-9%	9%	2%	-19%
Cc1c(N(C(=O)Cc2cccs2)C2(C(=O)NC3CCCC3)CCCCC2)c(=O)n(-c2ccccc2)n1C	0%	1	-17%	-11%	1.6	i	11%	-10%	22%
Cn1c(=O)cc(OCC(=O)N2CCN(c3ccccc3F)CC2)c2ccccc21	-1%&0%	-1	-11%	1%	0.4	-8%&-60%	-10%&-13%	-6%	1%&-8%
CCn1c(CNC(=O)c2ccco2)nnc1SCC(=O)Nc1cc(C(F)(F)F)ccc1Cl	-11%	x	1%	13%	-3.2	i	-15%	4%	0%
CC(=O)c1ccc(N2CCN(C(=O)/C=C/c3ccc(S(=O)(=O)NCc4ccco4)cc3)CC2)cc1	0%	-8	-1%	-20%	-4.2	-34%[inhibitor]	-5%	7%	-22%
COCCN(C(=S)Nc1ccccc1OC)C(C)c1cccs1 (stereo not given)	11%	10	-3%	3%	-1.6	i	-19%	3%	u
Cc1ccc(Cl)cc1N1CCN(C(=O)C2CCN(S(=O)(=O)c3c(C)nn(C)c3C)CC2)CC1	0%	3	-2%	-15%	-0.9	18%	2%	8%	u
Cc1cc(NC(=O)CCC(=O)N(c2ccccc2)C(C(=O)NC2CCCC2)c2ccccc2)no1 (stereo not given)	-7%	-5	-3%	10%	-4.5	u	-16%	-3%	-2%
Cc1ccc(N2C(=O)C3CCC(C)(C2=O)C3(C)C)cc1C (stereo not given)	-1%	-2	5%	5%	-0.6	i	-6%[7.66 µM]	13%	7%[7.66 µM]
CCOC(=O)/C(=C/c1ccc(OC(F)F)cc1)C1=Nn2c(nnc2-c2ccc(Cl)cc2)SC1	12%	5	u	-15%	-1.1	-31%[inhibitor]	u	-9%	u
CCOC(=O)Cc1cc(OC)c(OC)cc1Cc1cc(OC)c(OC)cc1CC(=O)OCC	20%	x	-7%	-5%	-2.6	i	2%	9%	-12%
Cc1csc(=O)n1CC(=O)OCC(=O)c1c(N)n(C)c(=O)n(C)c1=O	12%	4	-4%	9%	1.1	i	0%	1%	19%
O=S(=O)(c1ccc(F)cc1)N1CCCC1	0%	-13	-10%	-10%	0.6	i	-6%	8%	5%
CC(=O)c1c(C)cc(C)c(CSc2ccccn2)c1C	-2%	0	-10%	-6%	-0.9	i	-2%	-5%	7%
CCCCCOC(=O)Nc1nnc(CCCCC)s1	-2%	4	2%	-24%	1.5	i	-6%	-17%	u
COCc1c(C(=O)N/N=C\c2cccs2)nnn1-c1nonc1N	6%	-1	-5%	18%	0.5	-13%	-5%	-2%	12%
Cc1cc(NC(=O)Cn2c(=O)oc3ccccc32)no1	-5%	-7	-3%	12%	-0.4	-30%	7%	13%	4%
O=C(CN1C(=O)COc2ccccc21)N1CCCC1	3%	-9	-11%	-13%	-2.7	i	-7%	3%	-6%
C=CCn1c(N)cc(=O)nc1SCC(=O)N(c1ccccc1)c1ccccc1	6%	-9	-9%	2%	1.3	-23%	-10%	-14%	12%
CCOc1ccc(-n2nc3c(=O)[nH]nc(C)c3c2C)cc1	11%	5	-14%	-10%	1.0	i	u	-8%	u
O=C(O)C1CCCN1C(=O)Nc1ccc(Cl)cc1 (stereo not given)	-3%	5	0%	-9%	-1.6	i	-1%	12%	-4%
Cc1ccccc1COCCN1CCN(S(=O)(=O)c2ccccc2)CCC1=O	-5%	1	-5%	-3%	-0.3	-49%[inhibitor]	0%	-14%	-5%
CC(C)C[C@H](NC(=O)Nc1ccccc1F)C(=O)O	-1%	7	-2%	8%	-0.1	i	-9%	-4%	8%
COc1ccc(N2CCN(S(=O)(=O)c3cc4c(cc3C)N(C(C)=O)CCO4)CC2)cc1	-8%	1	-9%	4%	-3.3	i	3%	2%	-6%
CCOC(=O)c1nnn(-c2nonc2N)c1-c1cccs1	u	0	-8%	-10%	2.1	i	15%	-1%	-15%
Cc1cccc(N(C)S(=O)(=O)c2ccc3c(c2)CCC(=O)N3)c1	-2%	x	-6%	11%	-1.7	i	4%	4%	9%
CC(C)c1ccc(C(=O)NC(=S)Nc2ccc3[nH]c(=O)[nH]c3c2)cc1	28%	-18	-19%	-3%	0.5	-5%	8%	9%	131%[activator]
COc1ccccc1NS(=O)(=O)c1cc(NC(=O)C2CCCO2)ccc1C (stereo not given)	-7%	4	-15%	-12%	0.0	i	13%	4%	-14%
Cc1cc(C)n(-c2ccc(C(=O)Nc3ccc(C)c(S(=O)(=O)N(C)C)c3)cc2)n1	0%	4	-2%	-28%	-3.5	-38%[inhibitor]	-1%	0%	u
CCC1=Nc2cc(C(=O)NCCc3ccc(OC)c(OC)c3)ccc2Sc2ccccc21	0%	x	x	x	x	-24%	-8%	x	u
O=C(Nc1cccnc1)c1ccc(Br)c(S(=O)(=O)N2CCCC2)c1	0%	4	-3%	-1%	0.9	-28%	17%	20%	31%
COCCOc1ccc(C(F)(F)F)cc1NC(=O)c1ccccc1	2%	-4	2%	-17%	-4.3	i	-10%	-10%	4%
Cc1cc(C)c(S(=O)(=O)c2ccccc2Cl)c(=O)[nH]1	-2%	-2	0%	10%	1.0	-8%	5%	10%	18%
CCN(CC)S(=O)(=O)c1ccc2c(c1)N(CC(=O)N(C)Cc1ccccc1)C(=O)CO2	-2%	x	x	x	x	i	1%	x	u
CC[C@@H](C)[C@@H]1CN([C@@H](CN2CCC[C@H]2CN2C(N)=NC[C@@H]2Cc2ccccc2)C(C)C)C(=N)N1CCCC1CCCC1	-4%	-5	3%	-15%	0.2	u	14%	-10%	-1%
Cc1ccc(S(=O)(=O)CCC(=O)Nc2ccc(F)cc2)cc1	10%	0	-17%	9%	-0.2	-16%	2%	5%	9%
COc1ccc(CN(C)CC(=O)N(C)CC(=O)Nc2ccccc2Br)cc1F	6%	0	4%	-8%	0.4	i	-5%	5%	2%
Cc1ccc(C(=O)N2CCN(S(=O)(=O)c3ccccc3C#N)CC2)cc1S(=O)(=O)N1CCOCC1	3%	-1	-8%	-1%	1.4	-38%	-5%	-2%	9%
COc1cc2c(cc1OC)CN(C(=O)CNC(=O)c1ccc(OC(F)F)cc1)CC2	1%	1	-7%	-14%	-0.4	-39%[inhibitor]	5%	-3%	2%
COc1ccc(C2=NCC(CSc3nnc(-c4ccc5c(c4)OCO5)o3)S2)cc1 (stereo not given)	-5%	x	0%	4%	-0.1	u	7%	5%	10%
CCOC(=O)N1CCC(NC(=O)c2cn(-c3ccc(OC)cc3)c(=O)c3ccccc23)CC1	7%	0	-15%	-7%	0.6	-24%[57.5 µM]	32%	11%	7%
OC(c1cccc(Cl)c1)c1ncc(-c2ccccc2Cl)[nH]1 (stereo not given)	0%	10	-1%	u	0.1	-54%[inhibitor]	-4%	-3%	u
COC(=O)c1cccnc1-n1c(=O)c2cccnc2n(CC(=O)Nc2ccc(Br)cc2)c1=O	-1%	7	-4%	-25%	0.7	-2%	-7%	2%	-2%
COc1ccccc1NS(=O)(=O)c1ccc(C)c(C(=O)NCC(c2ccco2)N2CCCCC2)c1 (stereo not given)	-2%	1	4%	-11%	1.2	-36%[inhibitor]	-3%	-4%	-24%
CCS(=O)(=O)c1ccc2oc(Nc3ccc(C(C)C)cc3)nc2c1	-5%	-50*	2.7µM*	-4%	0.0	i	-24%	-22%	u
COCc1c(C(=O)Nc2nnc(C3CC3)s2)oc2ccccc12	-5%	-14	2%	5%	-3.0	-5%	0%	-12%	2%
CCCCCn1c(CN2CCN(Cc3ccccc3)CC2)nc2c1c(=O)n(C)c(=O)n2C	12%	x	-3%	20%	-2.8	i	-17%	-10%	0%
CC(=O)Nc1cccc(NC(=O)C2CCN(C(=O)c3ccco3)CC2)c1	3%	-4	-28%	-10%	-2.3	i	3%	-1%	14%
CCCCOc1cccc(/C=N/NC(=O)c2csc(C)c2C)c1	-8%	3	2%	-13%	-0.5	i	0%	0%	u
COc1ccc(NC(=O)c2cc(-c3ccc(F)cc3OC(C)C)n[nH]2)c(OC)c1	-5%	0	3%	0%	-0.7	-19%	u	-4%	-47%
Nc1nc(SCC(=O)Nc2ccc3c(c2)OCO3)n[nH]1	-1%	-2	-1%	-13%	-0.8	i	9%[7.66 µM]	5%	-7%[7.66 µM]
Cc1ccc(-c2nc3c4ccccc4ccn3c2CN2CCCCC2)cc1	-2%	12	-8%	-3%	-3.7	i	u	9%	u
Cc1ccc(S(=O)(=O)Cc2ccc(C(=O)NCCc3ccc(Cl)cc3)o2)cc1	-2%	x	x	x	x	-72%[inhibitor]	-13%	x	10µM*
O=C(NNS(=O)(=O)c1ccccc1[N+](=O)[O-])c1ccncc1	-13%	1	-4%	14%	0.5	i	-12%	6%	12%
O=C(NCCc1ccccc1)C1CCN(S(=O)(=O)c2ccccc2)CC1	-5%	x	-4%	-2%	2.3	i	-10%	6%	0%
S=C(Nc1ccccc1)N1CCOCC1	-2%	-1	1%	6%	0.5	i	-21%	1%	28%
CC(=O)Nc1c(NC(=O)CC#N)[nH]c2c(c1=O)c(=O)n(C)c(=O)n2C	0%	-2	-13%	9%	-1.0	-24%	16%	4%	1%
C/C(Cn1nnc2ccccc21)=N/OC(=O)c1c(F)cccc1F	8%	14	-11%	-3%	1.0	2%	1%	6%	0%

Screening results (PubChem BioAssay)
